eIF2B yeast act – eIF2B (yeast) activity modulation | S. cerevisiae eIF2B-epsilon R284H, GCN4-lacZ luminescence | inhibition, % at 25 µM (by protocol) | 0.91% of 27,000 active | AID 688;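 active = mutant luminescence inhibited past about 50% while wild type luminescence and mutant growth stay under set limits, limit read from the data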; note: some compounds called inactive have numbers as strong as hits
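Material: yeast eIF2B-epsilon R284H mutant carrying GCN4–beta-galactosidase fusion. Medium: YPD yeast growth medium. Incubation: 16 h growth with compound at 30 °C, 90 min Beta-Glo step. Signal: Beta-Glo luminescence plus absorbance at 595 nm. Evaluation: % inhibition of reporter signal and growth versus controls. Doses: 25 µM single dose.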
Yeast tox – Inhibits yeast growth, turbidity readout | growth inhibition, % at 25 µM (by protocol) | S. cerevisiae wild-type growth, A595 turbidity, 16 h | 0.3% of 30,000 active;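 active = mutant and wild-type yeast strains alike exhibit over 30% growth inhibition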;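 note: 0% = untreated cell controls and 100% = YPD media blanks without cells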
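Schedule: 16 h growth with compound, 30 °C. System: yeast, wild-type or eIF2Bepsilon-R284H mutant. Doses: one dose, 25 µM compound[…]. Buffer or medium: YPD. Signal: turbidity measured as absorbance at 595 nm. Read-out basis: growth inhibition (%) versus cell controls and blanks.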
Yeast tox inhibition % – recorded beside Yeast tox, whose call it bears; growth inhibition, %; S. cerevisiae eIF2Bepsilon-R284H mutant growth, A595 turbidity, 16 h;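 each compound tested once at 25 µM; 0% equals untreated cells and 100% equals cell-free medium blanks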
eIF2B yeast act mutant toxicity – recorded beside eIF2B yeast act, whose call it bears; growth inhibition, %; measured here: mutant yeast growth, toxicity;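 each compound tested once at 25 µM; zero equals untreated control growth and 100 equals blank medium absorbance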
* hit, by the source's call; · = not tested or not shown. A portion of the library; the hit share may differ from the screen's.

Value order: eIF2B yeast act, eIF2B yeast act mutant toxicity, Yeast tox, Yeast tox inhibition %
1: Cc1noc(/C=C/N(C)C)c1S(=O)(=O)N1CCCC(C(=O)NC(C)c2ccccc2)C1 (stereo unspecified)
→ 18, 15, 11, 15
2: O=C(CN1C(=O)C2CC=CCC2C1=O)NCc1ccc2c(c1)OCO2 (stereo unspecified)
→ 23, -21, -1, -21
3: CCOC(=O)N1CCN(C2CC(=O)N(c3ccc(F)cc3)C2=O)CC1 (stereo unspecified)
→ -9, -3, -14, -3
4: Cc1ccc(C2(C)NC(=O)N(CC(=O)Nc3cc(C)on3)C2=O)cc1 (stereo unspecified)
→ -9, -22, -3, -22
5: COC(=O)C1=C(C)Nc2ncnn2C1c1cccnc1 (stereo unspecified)
→ 2, 10, -11, 10
6: CN1CCN(C(=O)/C(=C\c2ccccc2)c2ccccc2)CC1
→ 16, 3, 9, 3
7: NNc1nc(NCc2ccccc2)nc(N2CCOCC2)n1
→ 1, ·, ·, ·
8: CCc1c(C)sc(NC(=O)c2cc(C)on2)c1C#N
→ 22, 7, 12, 7
9: CC(C)COC(=O)Cc1c(O)c2ccccc2[nH]c1=O
→ 17, 6, 3, 6
10: CCc1nnc(NC(=O)CSc2nc3ccccc3c(=O)n2CCCOC)s1
→ -2, -4, -8, -4
11: Cc1cccc2cc3c(NC(=O)c4ccccn4)nn(C)c3nc12
→ 47, -26, -36, -26
12: CCn1c(SCC(=O)NCCOC)nc2sc(C)c(C)c2c1=O
→ 22, 27, 14, 27
13: O=C(O)CC1NC(=S)N(c2ccccc2)C1=O (stereo unspecified)
→ 6, 15, 9, 15
14: CN(C)S(=O)(=O)c1ccccc1C#N
→ 8, -15, -7, -15
15: O=C(CCc1ccccc1)Nc1ncc2c(n1)CCCC2=O
→ -9, 9, 2, 9

Limited to Yeast tox, for some of the entries so far:
nr | structure | Yeast tox
14 | CN(C)S(=O)(=O)c1ccccc1C#N | -7
15 | O=C(CCc1ccccc1)Nc1ncc2c(n1)CCCC2=O | 2

Some values from the results shown:
eIF2B yeast act mutant toxicity result of O=C(CCc1ccccc1)Nc1ncc2c(n1)CCCC2=O → 9
Yeast tox inhibition % result of COC(=O)C1=C(C)Nc2ncnn2C1c1cccnc1 (stereo unspecified) → 10

Carrying on:
Value order: eIF2B yeast act, eIF2B yeast act mutant toxicity, Yeast tox, Yeast tox inhibition %
16: CCC(C)(C)NC(=O)CN(C(=O)CCC(=O)Nc1ccccn1)c1ccc(F)c(Cl)c1
→ 23, 14, 23, 14
17: O=S(=O)(NCC1CCCO1)c1ccc(Br)s1 (stereo unspecified)
→ -10, 8, -10, 8
18: CC(C)(C)NC(=O)C(c1ccco1)N(C(=O)Cn1nnc(-c2ccc(F)cc2)n1)c1cccc(F)c1 (stereo unspecified)
→ 15, -3, 12, -3
19: O=[N+]([O-])c1cc(S(=O)(=O)N2CCCC2)ccc1N/N=C/c1cccs1
→ -15, ·, 8, 0
20: COCc1cc(C)n(CC(=O)Nc2ccccc2OC)c(=O)c1C#N
→ 9, ·, 4, 0
21: Cc1nc2nc(COc3ccccc3)[nH]n2c(=O)c1Cl
→ 34, 15, 30, 15
22: Clc1ccc(OCc2nnc(SCc3nc4ccccc4[nH]3)n2Cc2ccco2)cc1
→ 16, 16, 20, 16
23: Cc1ccc(C)n1-c1ccc(C(=O)NCC2CCCO2)cc1 (stereo unspecified)
→ 11, -3, 16, -3
24: Cc1cc(NC(=O)C2CC(c3ccccc3Cl)=NO2)no1 (stereo unspecified)
→ ·, ·, 26, 9
25: CCOC(=O)C1(c2ccccc2)NC(c2ccccc2C)C2C(=O)N(c3ccc4c(c3)OCO4)C(=O)C21 (stereo unspecified)
→ 31, -30, 12, -30
26: Cn1c(=Nc2ccc(N3CCOCC3)cc2)ccc2ccccc21
→ 10, ·, ·, ·
27: COc1ccc(C(C)=O)cc1CSc1nc2cc(Cl)ccc2o1
→ 3, -3, 1, -3
28: COc1ccccc1CNC(=O)CN(c1ccc(C)cc1)S(=O)(=O)c1c(C)nn(C)c1C
→ 51*, ·, 7, 0
29: Cc1ccc(S(=O)(=O)NNC(=O)c2snnc2C)cc1
→ 5, 14, 27, 14
30: COCCCNC(=O)COc1cc(C)c(Cl)c(C)c1
→ 20, -14, 8, -14

(cont.)
Value order: eIF2B yeast act, eIF2B yeast act mutant toxicity, Yeast tox, Yeast tox inhibition %
31: COC(=O)c1ccccc1NC(=O)CN(Cc1ccc(Cl)cc1)S(C)(=O)=O
→ ·, ·, 4, 7
32: CCSc1nnc(NC(=O)C(CC)Oc2ccccc2)s1 (stereo unspecified)
→ 5, 8, 18, 8
33: Cc1ccc2[nH]c(C(=O)O)c(NC(=O)CN3CCN(c4cccc(C)c4C)CC3)c2c1
→ 10, ·, -21, 0
34: CCc1nccn1S(=O)(=O)c1ccc(Br)cc1Br
→ -9, ·, -6, 0
35: O=C(CCN1C(=O)C2C3C=CC(C3)C2C1=O)NC1CCCc2ccccc21 (stereo unspecified)
→ 10, -3, -5, -3
36: COC(=O)CSc1n[nH]c(-c2cccnc2)n1
→ -24, 8, 17, 8
37: CC1(C)CC(=O)C2=C(C1)OC(c1ccncc1)C(C#N)=C2N (stereo unspecified)
→ -36, -10, -11, -10
38: Cc1ccc(NC(=O)N2CCCC2C(=O)NCc2cccs2)cc1 (stereo unspecified)
→ 0, 23, 11, 23
39: COc1ccc2[nH]c3c(NCCN(C(C)C)C(C)C)ncnc3c2c1
→ -24, 5, -2, 5
40: COc1cc(-c2nc(N)n[nH]2)cc(OC)c1OC
→ -17, 8, -5, 8
41: CCCCOc1ccc(S(=O)(=O)NC(=O)NCc2ccc(OCCC)cc2)cc1
→ 2, 2, 2, 2
42: O=C1COc2ccc(C(=O)NCc3ccco3)cc2N1
→ 37, -6, 1, -6
43: C=CCn1c(COc2ccc(F)cc2)nnc1SCC(=O)N1CC(=O)Nc2ccccc21
→ -2, -14, -2, -14
44: O=C(CCN1C(=O)C2C3C=CC(C3)C2C1=O)NCc1cccnc1 (stereo unspecified)
→ 13, 6, 10, 6
45: Cc1ccccc1N1C(=O)C2ON(c3ccccc3)C(c3ccncc3)C2C1=O (stereo unspecified)
→ -6, 10, 14, 10

Next compounds follow:
Value order: eIF2B yeast act, eIF2B yeast act mutant toxicity, Yeast tox, Yeast tox inhibition %
46: CCOc1ccc2nc(NCCNC(=O)Nc3cccc(C)c3)c(C#N)cc2c1
→ 23, -55, -55, -55
47: CCN(CC)c1ccc(C(=O)OCC(=O)c2ccco2)cc1
→ 16, -16, -19, -16
48: COc1ccc2nc(SCC(=O)Nc3cc(C)on3)[nH]c2c1
→ 30, 19, 14, 19
49: COCCCn1c(SCC(=O)Nc2nnc(C)s2)nnc1-c1ccoc1C
→ 16, 4, -4, 4
50: COc1ccc(-c2c3c(nc4sc(C(=O)Nc5cc(C)on5)c(N)c24)CCC3)cc1
→ 18, -43, -39, -43
51: CSc1nc(NCc2ccco2)c2c3c(sc2n1)CN(C)CC3
→ ·, ·, 19, 15
52: COC(=O)c1n[nH]c2ccccc12
→ 28, 5, 0, 5
53: Cc1ccccc1C(=O)N1CCC(C(N)=O)CC1
→ 10, 13, 26, 13
54: O=C1CN=C(Nc2ccc(Cl)cc2)N1c1ccccc1
→ 8, -32, -18, -32
55: Cc1c(C(=O)N2CCN(c3ccccc3F)CC2)sc2nc(-c3ccccc3)cn12
→ 60*, ·, 11, 13
56: O=C(NCc1ccccn1)c1cc(S(=O)(=O)N2CCN(c3ccccc3)CC2)ccc1Cl
→ -14, ·, 1, 0
57: CCC(CC)C(=O)Nc1cccc(C(=O)NCc2ccco2)c1
→ 13, 17, -18, 17
58: O=C(CN1CCN(c2ccccc2)CC1)N1CCN(c2ccccc2)CC1
→ 23, 17, 19, 17
59: Cc1ccccc1-c1nc(CS(=O)CC(=O)NCCCN(C)c2ccccc2)c(C)o1 (stereo unspecified)
→ 27, 5, -6, 5
60: Cc1ccc(-c2csc(N3N=C(c4ccccc4)/C(=C\c4ccc(N(C)C)cc4)C3=O)n2)cc1
→ 15, -14, -11, -14

Next section:
Value order: eIF2B yeast act, eIF2B yeast act mutant toxicity, Yeast tox, Yeast tox inhibition %
61: O=S1(=O)CCC(S(=O)(=O)N2CCCCCC2)C1 (stereo unspecified)
→ 11, ·, -9, 0
62: C=CCN1C(=O)/C(=C2/Sc3ccccc3N2CCCS(=O)(=O)O)SC1=S
→ 21, 4, 16, 4
63: COc1cccc(C2NC(CC(C)C)(C(=O)O)C3C(=O)N(Cc4ccccc4)C(=O)C23)c1O (stereo unspecified)
→ 52*, ·, 18, 0
64: CC(CN1CCCCC1)OC(=O)c1ccccc1Cl (stereo unspecified)
→ 20, -21, 4, -21
65: O=C(COc1ccccc1)NC1CCN(Cc2ccccc2)CC1
→ -26, 10, -5, 10
66: Cc1[nH]n(-c2ccccc2)c(=O)c1S(=O)(=O)c1ccccc1
→ 21, 3, -6, 3
67: COC(=O)c1cc2oc(C)cc2n1CC(=O)N(C)c1ccccc1
→ 2, ·, ·, ·
68: COc1ccc(C2CC(C(F)(F)F)n3ncc(C(=O)Nc4c(C)n(C)n(-c5ccccc5)c4=O)c3N2)cc1 (stereo unspecified)
→ -36, ·, ·, ·
69: CCNc1nc(NCC)nc(Oc2ccc(N)cc2)n1
→ ·, ·, 14, 7
70: CCn1c(=O)cc(SCC(=O)NCCN2CCN(Cc3ccccc3)CC2)c2ccccc21
→ 44, 11, -6, 11
71: O=C(CCCc1c[nH]c2ccccc12)N1CCN(S(=O)(=O)c2cccs2)CC1
→ 23, -7, -1, -7
72: COc1ccc(N=CC2=C(O)c3ccccc3C2=O)cc1
→ 34, 15, 1, 15
73: CCOC(=O)c1oc2ccc(Br)cc2c1CSc1nnc(C)s1
→ 44, -3, -34, -3

Among those listed so far, 12 contain an aryl thioether with sulfur outside any ring:
Value order: eIF2B yeast act, eIF2B yeast act mutant toxicity, Yeast tox, Yeast tox inhibition %
10: CCc1nnc(NC(=O)CSc2nc3ccccc3c(=O)n2CCCOC)s1
→ -2, -4, -8, -4
12: CCn1c(SCC(=O)NCCOC)nc2sc(C)c(C)c2c1=O
→ 22, 27, 14, 27
22: Clc1ccc(OCc2nnc(SCc3nc4ccccc4[nH]3)n2Cc2ccco2)cc1
→ 16, 16, 20, 16
27: COc1ccc(C(C)=O)cc1CSc1nc2cc(Cl)ccc2o1
→ 3, -3, 1, -3
32: CCSc1nnc(NC(=O)C(CC)Oc2ccccc2)s1 (stereo unspecified)
→ 5, 8, 18, 8
36: COC(=O)CSc1n[nH]c(-c2cccnc2)n1
→ -24, 8, 17, 8
43: C=CCn1c(COc2ccc(F)cc2)nnc1SCC(=O)N1CC(=O)Nc2ccccc21
→ -2, -14, -2, -14
48: COc1ccc2nc(SCC(=O)Nc3cc(C)on3)[nH]c2c1
→ 30, 19, 14, 19
49: COCCCn1c(SCC(=O)Nc2nnc(C)s2)nnc1-c1ccoc1C
→ 16, 4, -4, 4
51: CSc1nc(NCc2ccco2)c2c3c(sc2n1)CN(C)CC3
→ ·, ·, 19, 15
70: CCn1c(=O)cc(SCC(=O)NCCN2CCN(Cc3ccccc3)CC2)c2ccccc21
→ 44, 11, -6, 11
73: CCOC(=O)c1oc2ccc(Br)cc2c1CSc1nnc(C)s1
→ 44, -3, -34, -3

Bioassay records: PubChem, PCMD
